Assay outcomes deposited in PubChem by several laboratories.
V1aR counter: agonists of human V1a receptor, primary screen, counter-screen for OXTR agonist project, fluorescence, CHO-V1R cells; Vasopressin V1a receptor (Homo sapiens), P37288; Fluo-8 calcium fluorescence, agonist mode; 0% DMSO, 100% 3 nM vasopressin; activation, % at 3 µM; actives 0.25% (n = 320,000); AID 2797, 2010;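 active means activation above the mean activation of all tested compounds plus 3 SD, per screening run, cut at about 20% in these data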;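 further: signal is peak over basal fluorescence ratio across a 100 second FLIPR read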
NALP1 inh: NALP1 inflammasome inhibitors in reconstituted yeast, colorimetric, S. cerevisiae, triplicate retest | inhibition, % at 10 µM | S. cerevisiae NALP1/ASC/caspase-1 growth, X-gal OD620, 72 h | AID 2071, 2009 | actives 0.61% (n = 280,000); in the data active means inhibition mostly above about 24%, no sharp cut-off; inactive means mostly below about 32%; further: some compounds called inactive have numbers as strong as hits
MEKK2wt PB1 HTS: modulators of MEK5 binding to wildtype MEKK2, primary screen, biochemical, multiplex bead flow cytometry, Alexa488-MEK5; Mitogen-activated protein kinase kinase kinase 2 (Homo sapiens), Q9Y2U5; Alexa488-MEK5 binding to MEKK2 WT; actives lie on both sides; binding response (% of control), % at 10 µM; actives 1.1% (n = 290,000); in the data active means binding response below about 67% or above about 130%
MEKK3 PB1 HTS: modulators of MEKK3-MEK5 PB1 binding, primary screen, biochemical, wildtype MEKK3, multiplex bead flow cytometry, Alexa488-MEK5 | Mitogen-activated protein kinase kinase kinase 3 (Homo sapiens), Q99759 | bead-based flow cytometry, Alexa488-MEK5 binding to MEKK3; actives lie on both sides; 0 = blocked by unlabeled MEK5, 100 = vehicle | binding response (% of control), % at 10 µM | actives 1.4% (n = 290,000);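 active means binding response more than 3 SD above or below the average of its plate-row segment, actives on both sides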;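 further: Alexa488 bead fluorescence after subtracting the streptavidin-only scavenger bead signal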
MEKK2 mut-MEK5: MEK5 binding signal on mutant MEKK2 PB1, primary screen, biochemical, multiplex bead flow cytometry, Alexa488-MEK5; Alexa488-MEK5 binding to MEKK2 mutant; percent response, % at 10 µM; actives 0.35% (n = 290,000); AID 1530, 2009; in the data active means percent response above about 24%, passing the limit was not always enough; further: inactives centre near 1; some results filed as inactive read as strong as hits; reference of the scale not given here
OXTR ag: human OXTR agonists, primary screen, fluorescence, CHO-OTR cells, Fluo-8 calcium; activation, % at 3 µM; actives 0.32% (n = 320,000); Oxytocin receptor (Homo sapiens), P30559; Fluo-8 calcium fluorescence; normalized: DMSO 0%, oxytocin 100%;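 active means activation above the mean of all tested compounds plus 3 SD, cutoff set per screening run, cut at about 20% in these data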;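 further: peak over basal fluorescence ratio from a 100 s FLIPR kinetic read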
GalR3 antag: GalR3 antagonists in HEK293 cells, primary screen, cell-based, fluorescence readout. HEK293 GalR3-CNG cAMP membrane potential fluorescence; galR3 body fused to GalR1 C-terminus. inhibition, % at 3 µM. AID 651719, 2012. Galanin receptor type 3 (Homo sapiens), O60755. actives 0.44% (n = 360,000);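 active means inhibition above the screen-wide average plus 3 SD, cut at about 13% in these data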;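 further: forskolin and galanin both at EC90 stimulate the cells; cAMP rise reported by CNG channel membrane potential dye signal; 0% = forskolin plus galanin with DMSO and 100% = forskolin alone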
Target sequence (O60755 1-299 limits assumed): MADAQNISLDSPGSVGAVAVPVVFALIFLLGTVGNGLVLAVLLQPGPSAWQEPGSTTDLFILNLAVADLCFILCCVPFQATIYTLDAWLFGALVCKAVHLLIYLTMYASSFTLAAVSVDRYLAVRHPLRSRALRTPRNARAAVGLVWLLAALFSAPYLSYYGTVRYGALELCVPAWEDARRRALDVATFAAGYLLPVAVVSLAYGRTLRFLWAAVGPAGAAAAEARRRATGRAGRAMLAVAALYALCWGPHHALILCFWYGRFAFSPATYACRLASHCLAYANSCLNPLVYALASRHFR
PHOSPHO1 block: PubChem AID 1565; recombinant PHOSPHO1, absorbance phosphatase assay; inhibition, % at 13.3 µM; actives 1.1% (n = 290,000); in the data active means inhibition above about 60%
GPR7 antag: GPR7 receptor antagonists, primary screen, cell-based, fluorescence, single concentration; GPR7-expressing cells, fluorescence antagonist assay; Neuropeptides B/W receptor type 1 (Homo sapiens), P48145; actives 1.1% (n = 290,000); inhibition, % at 4.4 µM; in the data active means inhibition above about 16%, passing the limit was not always enough;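 further: cells stimulated with the agonist NPW; 0% = agonist with vehicle and 100% = vehicle without agonist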
Target sequence (P48145 whole entry, looked up): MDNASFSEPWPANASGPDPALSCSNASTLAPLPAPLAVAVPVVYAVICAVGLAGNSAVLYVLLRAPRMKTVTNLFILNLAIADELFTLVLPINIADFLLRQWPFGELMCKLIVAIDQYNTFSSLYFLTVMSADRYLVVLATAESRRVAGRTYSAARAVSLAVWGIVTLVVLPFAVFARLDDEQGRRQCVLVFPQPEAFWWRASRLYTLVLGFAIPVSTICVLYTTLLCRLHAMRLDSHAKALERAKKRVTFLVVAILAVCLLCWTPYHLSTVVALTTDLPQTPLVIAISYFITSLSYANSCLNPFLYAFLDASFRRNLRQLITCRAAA
* hit, by the source's call; nt = no result given; & = joins results of further samples. Not all compounds are listed. The share of hits here may be higher or lower than overall.

SMILES	V1aR counter	NALP1 inh	MEKK2wt PB1 HTS	MEKK3 PB1 HTS	MEKK2 mut-MEK5	OXTR ag	GalR3 antag	PHOSPHO1 block	GPR7 antag
O=C(c1ccccn1)N(Cc1cccs1)C1(C(=O)NC2CCCCC2)CCCCC1	-1.3	11	97	96	-43	-0.1	0	28	3
CCCC(=O)O[C@]1(C(=O)COC(C)=O)CC[C@H]2[C@@H]3C[C@H](F)C4=CC(=O)C=C[C@]4(C)[C@@]3(F)[C@@H](O)C[C@@]21C	0.7	33	96	86	4	0.8	-5	8	7
C/C(=N\NC(=S)NCc1ccccc1)C1CCCCC1	-0.7	2	99	100	1	-1.8	-1	-81	-10
CCCCCCCCCCCCCCCC(O)C(N)CO (configuration not stated)	-0.6	41	220*	102	38*	-0.4	0	-6	3
Cc1scc2c1N(C(=O)CN1CCN(C)CC1)c1ccccc1NC2=O	0.3	8	83	87	5	1.1	nt	0	10
CCN(CC)CC1CCCCN1CC(=O)N1c2ccccc2C(=O)Nc2cccnc21 (configuration not stated)	0.2	3	105&99	102&104	3&4	-0.6	nt	20	-6
CN(C)CCCSc1ccccc1NC(=O)/C=C/c1ccccc1	1.0	2	117&110	105&100	4&3	1.1	nt	40	-4
O=C(O)Cc1cn(-c2ccccc2)nc1-c1ccc(Cl)cc1	2.9	-3	92	98	-3	1.5	-5	-11	-12
Cc1cc(=O)oc2cc(O)ccc12	0.3	nt	102	102	3	1.6	-2	nt	nt
Cc1c(C)n(Cc2ccccc2)c2ccc(C(=O)OCCN(C)C)cc12	6.9	15	129	109	-2	11	-4	8	-2
CCCC1(c2ccccc2)NC(=O)N(CC(=O)N(C)Cc2c(F)cccc2Cl)C1=O (configuration not stated)	1.0	7	97	103	-1	0.5	-7	37	-18
CN(C)S(=O)(=O)n1cc(/C=C(\NC(=O)c2ccccc2)C(=O)NCCCn2ccnc2)c2ccccc21	0.1	-5	101	96	5	-0.4	5	33	-9
C=C[C@H]1CN2CCC1C[C@H]2[C@H](O)c1ccnc2ccc(OC)cc12 (some centres not stated)	-0.1	10	109	104	6	0.1	-4	41	-8
O=C(O)c1cc(=O)c2ccccc2o1	1.0	5	98	98	-2	-0.4	-4	19	7
COc1cc(C2Oc3cc(C4Oc5cc(O)cc(O)c5C(=O)C4O)ccc3OC2CO)ccc1O (configuration not stated)	-0.2	2	97	99	2	0.4	-3	8	-9

Next part; it opens with the 2 that closed the last part.
SMILES	V1aR counter	NALP1 inh	MEKK2wt PB1 HTS	MEKK3 PB1 HTS	MEKK2 mut-MEK5	OXTR ag	GalR3 antag	PHOSPHO1 block	GPR7 antag
O=C(O)c1cc(=O)c2ccccc2o1	1.0	5	98	98	-2	-0.4	-4	19	7
COc1cc(C2Oc3cc(C4Oc5cc(O)cc(O)c5C(=O)C4O)ccc3OC2CO)ccc1O (configuration not stated)	-0.2	2	97	99	2	0.4	-3	8	-9
O=C1NC(=S)S/C1=C\C=C\c1ccc([N+](=O)[O-])o1	nt	nt	78	87	-23	nt	-6	-84	5
CN(C)CC/C=C1/c2ccccc2COc2ccc(CC(=O)O)cc21	-0.1	nt	111	108	1	0.0	nt	nt	nt
Nc1c2ccccc2nc2ccccc12	0.4&-0.3	-10	103	105	4	-0.3&1.2	-7&-7	33	-15
CCCCN(CCCC)CCCOC(=O)c1ccc(N)cc1	-0.1	16	107	110	3	-0.1	nt	6	-5
O=C(NC1CCN(CCc2c[nH]c3ccccc23)CC1)c1ccccc1	1.6	3	122	104	16	-0.1	-11	6	0
CC(=O)Oc1ccc2c(C)cc(=O)oc2c1	0.0	2	113	112	14	0.2	6	9	6
COc1cc(N)c(Cl)cc1C(=O)N[C@@H]1CCN(CCCOc2ccc(F)cc2)C[C@@H]1OC	nt	13	129&118	118&103	8&8	nt	nt	16	0
CC1(C)O[C@@H]2C[C@H]3[C@@H]4C[C@H](F)C5=CC(=O)C=C[C@]5(C)[C@@]4(F)[C@@H](O)C[C@]3(C)[C@]2(C(=O)CO)O1	0.9	18	94	84	1	0.5	5	-4	-1
Cc1nc2c3ccccc3nc(NNC(=O)CCC(=O)N3CCN(c4ccccc4F)CC3)n2n1	1.2	-1	109	101	3	-0.6	2	33	-15
CCCC(=O)O[C@]1(C(=O)CCl)[C@@H](C)C[C@H]2[C@@H]3CCC4=CC(=O)C=C[C@]4(C)[C@@]3(F)C(=O)C[C@@]21C	-0.1	20	94	92	2	-0.4	-1	4	-8
COc1ccc(C(=O)c2ccccc2)c(O)c1	-2.2	-4	100	105	2	-2.2	1	3	-18
CCC(C(=O)Nc1ccccc1N1CCCC1)c1ccccc1 (configuration not stated)	-1.6	8	100	97	3	-0.9	-1	30	-9
COc1ccc(-c2oc3c(CC=C(C)C)c(O[C@@H]4O[C@H](CO)[C@@H](O)[C@H](O)[C@H]4O)cc(O)c3c(=O)c2O[C@@H]2O[C@@H](C)[C@H](O)[C@@H](O)[C@H]2O)cc1	0.4	16	110&99	106&100	4&-1	-0.6	nt	-8	2
CCCOc1ccc2nc(NC(=O)OC)[nH]c2c1	nt	18	94	94	-5	nt	nt	8	16

Three compounds out of the list, ordered by SMILES length, highest first:
SMILES	V1aR counter	NALP1 inh	MEKK2wt PB1 HTS	MEKK3 PB1 HTS	MEKK2 mut-MEK5	OXTR ag	GalR3 antag	PHOSPHO1 block	GPR7 antag
Cc1scc2c1N(C(=O)CN1CCN(C)CC1)c1ccccc1NC2=O	0.3	8	83	87	5	1.1	nt	0	10
O=C(O)Cc1cn(-c2ccccc2)nc1-c1ccc(Cl)cc1	2.9	-3	92	98	-3	1.5	-5	-11	-12
C/C(=N\NC(=S)NCc1ccccc1)C1CCCCC1	-0.7	2	99	100	1	-1.8	-1	-81	-10

Ordered by the number under MEKK2 mut-MEK5 (smallest number first): three of the compounds above.
Structure,NALP1 inh,MEKK2wt PB1 HTS,MEKK3 PB1 HTS,MEKK2 mut-MEK5,GalR3 antag,PHOSPHO1 block,GPR7 antag
O=C1NC(=S)S/C1=C\C=C\c1ccc([N+](=O)[O-])o1,nt,78,87,-23,-6,-84,5
CCCCN(CCCC)CCCOC(=O)c1ccc(N)cc1,16,107,110,3,nt,6,-5
O=C(NC1CCN(CCc2c[nH]c3ccccc23)CC1)c1ccccc1,3,122,104,16,-11,6,0
